Source: PubChem BioAssay (Johns Hopkins Ion Channel Center)
CHT inh: inhibitors of human choline transporter CHT. AID 488975. 310,000 compounds, 0.86% hits. CHT-expressing cells, membrane potential dye, choline response; active compounds read low. B-score at 10 µM. Q9GZV3;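 active = B-score over 3 SD under the library average, and starting fluorescence ratio not unusually high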;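 note: choline stimulus applied at its EC90 after an EC20 pre-addition; B-score computed on integrated fluorescence ratio after choline addition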
Target sequence (Q9GZV3 whole entry, looked up): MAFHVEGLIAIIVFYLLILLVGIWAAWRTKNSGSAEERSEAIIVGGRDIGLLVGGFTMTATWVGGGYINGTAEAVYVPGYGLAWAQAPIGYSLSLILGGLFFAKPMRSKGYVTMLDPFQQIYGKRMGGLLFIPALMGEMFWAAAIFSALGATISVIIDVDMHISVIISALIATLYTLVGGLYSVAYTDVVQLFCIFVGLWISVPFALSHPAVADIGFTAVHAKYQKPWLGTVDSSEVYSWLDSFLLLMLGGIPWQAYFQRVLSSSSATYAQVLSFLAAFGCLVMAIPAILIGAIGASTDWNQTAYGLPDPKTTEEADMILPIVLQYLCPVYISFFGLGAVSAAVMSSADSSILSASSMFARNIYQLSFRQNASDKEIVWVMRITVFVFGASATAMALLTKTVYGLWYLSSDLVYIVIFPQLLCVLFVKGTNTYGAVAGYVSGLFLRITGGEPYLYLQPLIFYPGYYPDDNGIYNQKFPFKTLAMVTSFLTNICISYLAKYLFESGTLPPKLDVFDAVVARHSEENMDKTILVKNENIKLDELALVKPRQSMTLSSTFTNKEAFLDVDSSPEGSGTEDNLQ
KCNQ2 inh: KCNQ2 potassium channel inhibitors, primary screen, cell-based, CHO-K1, FluxOR thallium flux, B-score (AID 2156); O88943; 20 min; active compounds read low; B-score at 10 µM; 310,000 compounds, 1.1% hits;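 active = fluorescence ratio B-score at most minus 3 library SDs, with starting brightness B-score within 2 library SDs, cut at about -5.5 in these data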
Kir21 block: blocks the mouse Kir2.1 inward-rectifier potassium channel | P35561 | HEK293-Kir2.1, FluxOR thallium flux fluorescence; active compounds read low | B-score at 10 µM | 310,000 compounds, 0.85% hits | AID 1672;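 active = fluorescence ratio B-score at or below minus 3 SD of library scores, with starting-brightness B-score within 2 SD, cut at about -4.2 in these data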;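 note: channel flux triggered by added potassium and thallium sulfate stimulus; B-score of peak minus minimum fluorescence over baseline after thallium stimulus; more negative B-score means stronger Kir2.1 block with less thallium influx; some compounds called inactive have numbers as strong as hits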
Target sequence (P35561 whole entry, looked up): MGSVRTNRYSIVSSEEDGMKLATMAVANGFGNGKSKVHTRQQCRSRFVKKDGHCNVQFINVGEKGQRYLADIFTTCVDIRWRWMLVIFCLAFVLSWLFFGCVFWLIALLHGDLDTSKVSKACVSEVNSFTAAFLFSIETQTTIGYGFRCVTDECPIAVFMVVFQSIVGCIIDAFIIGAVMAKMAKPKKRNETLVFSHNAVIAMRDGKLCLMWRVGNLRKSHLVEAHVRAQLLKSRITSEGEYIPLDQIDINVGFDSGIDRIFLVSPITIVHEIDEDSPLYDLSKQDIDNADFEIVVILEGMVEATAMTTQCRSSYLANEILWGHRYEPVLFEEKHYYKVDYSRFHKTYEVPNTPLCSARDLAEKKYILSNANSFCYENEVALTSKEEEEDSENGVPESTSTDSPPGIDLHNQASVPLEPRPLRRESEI
* = called active by the depositor. An unsorted share of the library. About 2.6% of those tested had a hit in this group.

`CC(C)CCCN1C(Nc2ccccc2)=NC[C@@H]1CC(C)C` gave CHT inh inactive, KCNQ2 inh inactive and Kir21 block -1.1.
For Cn1cc(CN2CCCC(C(=O)c3nccn3C)C2)c(-c2cccc(Cl)c2)n1 (configuration not stated) the results were CHT inh inactive, KCNQ2 inh inactive and Kir21 block -0.02.
Cc1ccccc1OCC(=O)OCC(=O)Nc1ccc(N2CCOCC2)cc1 was read as CHT inh inactive, KCNQ2 inh inactive and Kir21 block -0.24.
Cc1nc(NC(=O)c2ccc(Cl)cc2)sc1Cc1ccc2c(c1)OCO2 was read as CHT inh inactive, KCNQ2 inh inactive and Kir21 block 0.41.
CN1CCN(C(=O)CSc2nc3c(c(=O)n(C)c(=O)n3C)n2C)CC1 was read as CHT inh inactive, KCNQ2 inh inactive and Kir21 block 0.
Screening CN(C(=O)COC(=O)c1cccc(S(=O)(=O)N2CCCCC2)c1)C1CCS(=O)(=O)C1 (configuration not stated) returned CHT inh inactive, KCNQ2 inh inactive and Kir21 block 1.3.
`CC(C)CCNC(=O)C1CCC(CNc2c(N3CCCC3)c(=O)c2=O)CC1` (configuration not stated) gave CHT inh inactive, KCNQ2 inh inactive and Kir21 block -0.32.
`Cc1c(NS(=O)(=O)c2cc(C(=O)NCc3cccnc3)cc(Cl)c2Cl)c(=O)n(-c2ccccc2)n1C` gave CHT inh inactive, KCNQ2 inh inactive and Kir21 block 2.
For O=C(COc1ccccc1[N+](=O)[O-])Nc1ccc(N2CCN(C(=O)c3cccs3)CC2)cc1 the results were CHT inh inactive, KCNQ2 inh inactive and Kir21 block 2.4.
For CCC(=O)Nc1ccc(/C(C)=N/NC(=O)c2c(Br)c(C)nn2C)cc1 the results were CHT inh inactive, KCNQ2 inh inactive and Kir21 block -0.01.
For COc1ccccc1N1CCN(C(=O)c2ccc(CN3CCc4ccccc4C3)cc2)CC1 the results were CHT inh inactive, KCNQ2 inh inactive and Kir21 block 0.26.
For Cc1ccc(C(=O)NCC(=O)OCCOc2cccc(Cl)c2)cc1 the results were CHT inh inactive, KCNQ2 inh inactive and Kir21 block -1.2.
Screening CCOc1ccc(OCCCC(=O)Nc2nc3ccccc3[nH]2)cc1 returned CHT inh inactive, KCNQ2 inh inactive and Kir21 block 1.6.
Screening COc1ccc(F)cc1S(=O)(=O)Nc1cc2c3c(c1)CC(=O)N3CCC2 returned CHT inh inactive, KCNQ2 inh inactive and Kir21 block 0.06.
For Cc1ccc(S(=O)(=O)Nc2cccc(CP(=O)(c3ccccc3)c3ccccc3)c2)cc1 the results were CHT inh inactive, KCNQ2 inh inactive and Kir21 block -1.4.
CCCc1cc(=O)[nH]c(SCC(=O)Nc2ccc(OC(F)F)cc2)n1 was read as CHT inh inactive, KCNQ2 inh inactive and Kir21 block -0.54.
For CCSc1cc(C)nc2c(-c3ccc(Cl)cc3)c(C)nn12 the results were CHT inh inactive, KCNQ2 inh inactive and Kir21 block 0.56.
For O=C(CSc1nncs1)N1CCN(S(=O)(=O)c2ccccc2)CC1 the results were CHT inh inactive, KCNQ2 inh inactive and Kir21 block -2.7.
Screening CCN(CC)c1ccc(NC(=O)c2cccc(C)c2OC)c(C)c1 returned CHT inh inactive, KCNQ2 inh inactive and Kir21 block 1.6.
Screening NC(=O)C1CCN(C(=O)CCSc2ccccc2)CC1 returned CHT inh inactive, KCNQ2 inh inactive and Kir21 block 1.6.

Quoted from the listing, 11 compounds:
For CCC(=O)Nc1ccc(/C(C)=N/NC(=O)c2c(Br)c(C)nn2C)cc1 the results were CHT inh inactive, KCNQ2 inh inactive and Kir21 block -0.01.
For COc1ccccc1N1CCN(C(=O)c2ccc(CN3CCc4ccccc4C3)cc2)CC1 the results were CHT inh inactive, KCNQ2 inh inactive and Kir21 block 0.26.
For Cc1ccc(C(=O)NCC(=O)OCCOc2cccc(Cl)c2)cc1 the results were CHT inh inactive, KCNQ2 inh inactive and Kir21 block -1.2.
Screening CCOc1ccc(OCCCC(=O)Nc2nc3ccccc3[nH]2)cc1 returned CHT inh inactive, KCNQ2 inh inactive and Kir21 block 1.6.
Screening COc1ccc(F)cc1S(=O)(=O)Nc1cc2c3c(c1)CC(=O)N3CCC2 returned CHT inh inactive, KCNQ2 inh inactive and Kir21 block 0.06.
For Cc1ccc(S(=O)(=O)Nc2cccc(CP(=O)(c3ccccc3)c3ccccc3)c2)cc1 the results were CHT inh inactive, KCNQ2 inh inactive and Kir21 block -1.4.
CCCc1cc(=O)[nH]c(SCC(=O)Nc2ccc(OC(F)F)cc2)n1 was read as CHT inh inactive, KCNQ2 inh inactive and Kir21 block -0.54.
For CCSc1cc(C)nc2c(-c3ccc(Cl)cc3)c(C)nn12 the results were CHT inh inactive, KCNQ2 inh inactive and Kir21 block 0.56.
For O=C(CSc1nncs1)N1CCN(S(=O)(=O)c2ccccc2)CC1 the results were CHT inh inactive, KCNQ2 inh inactive and Kir21 block -2.7.
Screening CCN(CC)c1ccc(NC(=O)c2cccc(C)c2OC)c(C)c1 returned CHT inh inactive, KCNQ2 inh inactive and Kir21 block 1.6.
Screening NC(=O)C1CCN(C(=O)CCSc2ccccc2)CC1 returned CHT inh inactive, KCNQ2 inh inactive and Kir21 block 1.6.

Following part
Screening COc1ccccc1OCC(=O)NC1CCCCCC1 returned CHT inh inactive, KCNQ2 inh inactive and Kir21 block -0.98.
Screening O=C(OCCNc1nc(-c2ccccc2)nc2ccccc12)c1cccnc1 returned CHT inh inactive, KCNQ2 inh inactive and Kir21 block -1.5.
For Cc1[nH]c2ccccc2c1C(C#N)(C#N)C1C(=O)c2ccccc2C1=O the results were CHT inh inactive, KCNQ2 inh inactive and Kir21 block 1.4.
O=S(=O)(c1ccc2ncn(O)c2c1)N1CCOCC1 was read as CHT inh inactive, KCNQ2 inh inactive and Kir21 block -0.1.
Cc1ccc(S(=O)(=O)N(Cc2ccccc2)c2ccccc2C(=O)NCc2ccco2)cc1 was read as CHT inh inactive, KCNQ2 inh inactive and Kir21 block -1.9.
Screening Cc1snc(S(=O)(=O)/C(C#N)=N\Nc2ccccc2)c1C#N returned CHT inh inactive, KCNQ2 inh inactive and Kir21 block 2.5.
`CC(C)n1c(CNC(=O)c2ccccc2)nc2ccccc21` gave CHT inh inactive, KCNQ2 inh inactive and Kir21 block 0.85.
For NC(=O)C1CCN(c2cc(Cl)ccc2[N+](=O)[O-])CC1 the results were CHT inh inactive, KCNQ2 inh inactive and Kir21 block -0.05.
For CCCCCC1CC(CC(=O)NC(=S)Nc2ccc([N+](=O)[O-])cc2)C(=O)O1 (configuration not stated) the results were CHT inh inactive, KCNQ2 inh inactive and Kir21 block 0.84.
Screening C=CCNC(=O)COC(=O)CNC(=O)c1cc(Cl)cc([N+](=O)[O-])c1 returned CHT inh inactive, KCNQ2 inh inactive and Kir21 block 1.4.
Screening O=C(CCl)N1N=C(c2cccs2)CC1c1ccco1 (configuration not stated) returned CHT inh inactive, KCNQ2 inh inactive and Kir21 block -2.9.
For O=C(Nc1ccccc1)C1CCN(C(=O)c2ccc([N+](=O)[O-])cc2)CC1 the results were CHT inh inactive, KCNQ2 inh inactive and Kir21 block 1.4.
For CC1=NN(c2ccccc2)C(=O)/C1=C/c1cc(C)n(C2CC2)c1C the results were CHT inh inactive, KCNQ2 inh inactive and Kir21 block 0.53.
`COC(=O)c1c(NC(=O)COC(=O)CCS(=O)(=O)c2ccc(C)cc2)sc(C)c1C` gave CHT inh inactive, KCNQ2 inh inactive and Kir21 block 0.15.
Screening CC(NS(=O)(=O)/C=C/c1ccccc1)c1ccccc1 (configuration not stated) returned CHT inh inactive, KCNQ2 inh inactive and Kir21 block -6.4.
Screening CC(OC(=O)CCc1nc2ccccc2[nH]c1=O)C(=O)c1ccccc1 (configuration not stated) returned CHT inh inactive, KCNQ2 inh inactive and Kir21 block -0.4.
`COc1ccc(OC)c(NC(=O)CCN2CCN(c3ccccc3)CC2)c1` gave CHT inh inactive, KCNQ2 inh inactive and Kir21 block 0.02.
For O=C1CC(c2ccccc2)Sc2nc(-c3ccccc3)c(-c3ccccc3)n21 (configuration not stated) the results were CHT inh inactive, KCNQ2 inh inactive and Kir21 block 2.2.
`CCOC(=O)CC(=O)CSc1nc2c(sc(=S)n2-c2ccc(OCC)cc2)c(=O)[nH]1` gave CHT inh inactive, KCNQ2 inh inactive and Kir21 block -0.43.
`Cc1c(CCO)c(=O)n(C)n1C(=O)c1ccc(F)cc1` gave CHT inh inactive, KCNQ2 inh inactive and Kir21 block 0.71.
`O=c1c2cc(-c3ccccc3)sc2ncn1-n1cccc1` gave CHT inh inactive, KCNQ2 inh inactive and Kir21 block -0.02.
`CCCC(=O)Nc1sc2c(c1C#N)CCCC2` gave CHT inh inactive, KCNQ2 inh inactive and Kir21 block 1.3.
For CCCc1[nH]nc2c1C(c1ccc(OC)c(Cn3nc(C)c(Br)c3C)c1)C(C#N)=C(N)O2 (configuration not stated) the results were CHT inh inactive, KCNQ2 inh inactive and Kir21 block 0.21.
`CCC(=O)N1CCc2cc(-c3csc(NC(=O)c4ccco4)n3)ccc21` gave CHT inh inactive, KCNQ2 inh inactive and Kir21 block -0.55.
`O=C(CSc1nnc(COc2ccccc2)o1)N1CCOCC1` gave CHT inh inactive, KCNQ2 inh inactive and Kir21 block -2.
For O=C(O)CCN1C(=O)/C(=C2\C(=O)N(Cc3ccc(F)cc3)c3ccccc32)SC1=S the results were CHT inh inactive, KCNQ2 inh inactive and Kir21 block 0.56.
For COc1ccc(/C=C/C(=O)OCC(=O)Nc2cccc(Oc3ccccc3)c2)c(OC)c1 the results were CHT inh inactive, KCNQ2 inh inactive and Kir21 block 0.43.
NCCNc1ccc(C(=O)N2c3ccccc3Sc3ccccc32)cc1[N+](=O)[O-] was read as CHT inh inactive, KCNQ2 inh -8.1* and Kir21 block -4.9*.
Screening O=C(NC1CCCC1)c1cc(-c2ccc(F)cc2)on1 returned CHT inh inactive, KCNQ2 inh inactive and Kir21 block -0.02.
Screening Cc1ccc(-n2c(=O)[nH]c3c(oc4ccccc43)c2=O)cc1 returned CHT inh inactive, KCNQ2 inh inactive and Kir21 block -0.42.
`O=C(NCc1ccccc1)C1=C[C@H](c2coc3ccccc3c2=O)C[C@H](OCCCCO)O1` gave CHT inh inactive, KCNQ2 inh inactive and Kir21 block 0.78.
Screening CCN(CC)S(=O)(=O)c1ccc(C)c(NC(=O)COC(=O)C=C(C)C)c1 returned CHT inh inactive, KCNQ2 inh inactive and Kir21 block -0.1.
For O=C1/C(=C\c2ccc3ccccc3c2)CCCc2ccccc21 the results were CHT inh inactive, KCNQ2 inh -6.5* and Kir21 block 1.9.
For CCOc1ccc2nc(NC(=O)C3CCN(S(=O)(=O)c4cnc[nH]4)CC3)sc2c1 the results were CHT inh inactive, KCNQ2 inh inactive and Kir21 block -0.03.
Screening COc1cc(O)c(C(CC(=O)N2CCCCC2)c2cc(OC)c(OC)c(OC)c2)c(OC)c1 (configuration not stated) returned CHT inh inactive, KCNQ2 inh inactive and Kir21 block -2.9.
`C[C@]12CC[C@@H]3c4ccc(O)cc4[C@@H](O)C[C@H]3[C@@H]1CC[C@@H]2O` gave CHT inh inactive, KCNQ2 inh inactive and Kir21 block -0.3.
CCC1CCCCN1Cc1nc2c(c(=O)n(C)c(=O)n2C)n1Cc1cccc2ccccc12 (configuration not stated) was read as CHT inh inactive, KCNQ2 inh inactive and Kir21 block 0.01.
NS(=O)(=O)c1ccc(CCNC(=O)C2Cc3ccccc3CN2C(=O)c2ccco2)cc1 (configuration not stated) was read as CHT inh inactive, KCNQ2 inh inactive and Kir21 block -1.8.
`Cc1ccc(C(=O)Nc2ccc(Br)cc2)cc1S(=O)(=O)Nc1ccccn1` gave CHT inh inactive, KCNQ2 inh inactive and Kir21 block 1.3.
For CCCCCc1cc(=O)oc2c(C(CCN3CCCC(C)C3)c3cc(OC)c(OC)c(OC)c3)c(OC)cc(OC)c12 (configuration not stated) the results were CHT inh inactive, KCNQ2 inh inactive and Kir21 block -0.22.
`Cc1ccc(-n2c(CSc3nc(C)cc(C)n3)n[nH]c2=S)cc1` gave CHT inh inactive, KCNQ2 inh inactive and Kir21 block 0.16.
`COCCC(=O)N1CCC(Oc2ccc(C(=O)NC3CCOC(C)(C)C3)cc2)CC1` (configuration not stated) gave CHT inh inactive, KCNQ2 inh inactive and Kir21 block 0.04.
COc1ccc([N+](=O)[O-])cc1NC1CCCCC1 was read as CHT inh inactive, KCNQ2 inh inactive and Kir21 block 0.81.
Screening O=C(Nc1ccc(N2CCCC2)cc1)c1cccc(Cl)c1 returned CHT inh inactive, KCNQ2 inh inactive and Kir21 block -1.9.
Screening CC1=C(C(=O)OCc2ccccc2)C(c2ccc(C(C)(C)C)cc2)NC(=O)N1CCCCCC(=O)O (configuration not stated) returned CHT inh inactive, KCNQ2 inh inactive and Kir21 block 1.5.
Screening C=CCNc1nc(-c2c(C)nc3ncccn23)cs1 returned CHT inh inactive, KCNQ2 inh inactive and Kir21 block 0.83.
`CNS(=O)(=O)c1ccc(C)cc1` gave CHT inh inactive, KCNQ2 inh inactive and Kir21 block -1.2.
For COc1ccc2[nH]c(=O)c(C(c3nnnn3C3CCCCC3)N3CCN(C)CC3)cc2c1 (configuration not stated) the results were CHT inh inactive, KCNQ2 inh inactive and Kir21 block -1.1.
Screening O=C(/C=C/c1ccc2c(c1)OCO2)Nc1cccnc1 returned CHT inh inactive, KCNQ2 inh inactive and Kir21 block -0.04.
